Screening results: PubChem BioAssay, several laboratories
PAD4 inh – PAD4 (human) enzyme inhibition; recombinant PAD4, RCA probe fluorescence polarization; inhibition, % at 6.36 µM; AID 485272; 330,000 compounds, 0.41% hits;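 active = percent inhibition above a cutoff equal to the mean of all tested compounds plus 3 SD, cut at about 15% in these data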;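 also: 0% = PAD4 with RCA probe and DMSO and 100% = probe without PAD4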
MEX-5 binding – C. elegans MEX-5 TCR-2 RNA binding activity; 300,000 compounds, 0.38% hits; MEX-5/FITC-TCR2 RNA binding, fluorescence polarization; hits give low values; activity score (negative = inhibition of binding), % at 10 µM;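 active = inhibition past about -25% in most replicates, and total fluorescence under double the plate's negative control median, limit read from the data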;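 also: 0% = DMSO and -100% = 5 µM competing unlabeled TCR2 RNA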
Target sequence (Q9XUB2 whole entry, looked up): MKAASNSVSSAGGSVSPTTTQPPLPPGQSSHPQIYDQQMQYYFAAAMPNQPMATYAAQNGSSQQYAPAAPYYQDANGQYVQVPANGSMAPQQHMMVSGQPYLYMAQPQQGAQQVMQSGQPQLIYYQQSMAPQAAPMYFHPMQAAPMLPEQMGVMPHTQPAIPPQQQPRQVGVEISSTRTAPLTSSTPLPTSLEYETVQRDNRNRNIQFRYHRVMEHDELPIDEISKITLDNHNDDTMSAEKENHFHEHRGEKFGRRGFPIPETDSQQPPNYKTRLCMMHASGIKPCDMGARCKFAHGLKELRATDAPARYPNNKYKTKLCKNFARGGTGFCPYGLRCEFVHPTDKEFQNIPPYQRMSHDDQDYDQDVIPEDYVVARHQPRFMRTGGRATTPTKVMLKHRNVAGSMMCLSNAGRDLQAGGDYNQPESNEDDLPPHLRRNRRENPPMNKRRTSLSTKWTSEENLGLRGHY
PME-1 primary – blocks human protein phosphatase methylesterase 1. inhibition, % at 5.9 µM. recombinant PME-1, FP-Rh probe fluorescence polarization. 320,000 compounds, 0.53% hits. Q9Y570;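 active = inhibition above the campaign mean of all compounds plus 3 SD, cut at about 26% in these data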;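 also: competitive labeling of PME-1 active site by serine hydrolase directed probe; 0% = PME-1 with DMSO and 100% = wells lacking PME-1 enzyme; inhibitors block probe labeling so polarization falls and inhibition rises; many of its hits are not listed in these tables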
MCL1 BIM primary – inhibitors of human MCL1 binding to BIM-BH3 peptide; inhibition, % at 10.9 µM; Q07820; GST-MCL1 / FITC-Bim-BH3 fluorescence polarization; 320,000 compounds, 0.68% hits;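 active = inhibition above the mean inhibition of all tested compounds plus 3 SD, set per campaign, cut at about 40% in these data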;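 also: 0% = DMSO wells and 100% = unlabeled Bim-BH3 peptide control; higher means more loss of mP so more displacement of Bim peptide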
Target sequence (Q07820 whole entry, looked up): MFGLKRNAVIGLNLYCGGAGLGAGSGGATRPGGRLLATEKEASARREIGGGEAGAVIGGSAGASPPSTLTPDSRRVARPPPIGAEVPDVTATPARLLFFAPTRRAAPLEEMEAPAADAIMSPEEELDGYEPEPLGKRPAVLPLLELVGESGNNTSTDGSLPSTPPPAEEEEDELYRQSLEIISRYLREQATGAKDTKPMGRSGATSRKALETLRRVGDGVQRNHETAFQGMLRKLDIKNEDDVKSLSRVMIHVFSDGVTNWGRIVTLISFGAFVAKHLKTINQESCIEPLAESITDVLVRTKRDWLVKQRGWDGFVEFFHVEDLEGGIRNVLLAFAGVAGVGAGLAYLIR
GLD-1 RNA inh – GLD-1-TGE RNA interaction inhibition (C. elegans). Q17339. purified GLD-1 + fluorescein TGE RNA, fluorescence polarization. inhibition, % at 5.96 µM. 320,000 compounds, 0.44% hits. AID 2280;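 active = percent inhibition above a per-plate cutoff, the plate mean of test compounds plus 3 SD, cut at about 30% in these data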;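 also: 0% = DMSO wells with GLD-1 and probe and 100% = wells lacking GLD-1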
Bcl-xL primary – blocks human Bcl-xL binding to Bim BH3 peptide. Q07817. GST-Bcl-xL / FITC-Bim BH3 peptide fluorescence polarization. inhibition, % at 10.9 µM. 320,000 compounds, 0.7% hits. AID 2129;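 active = inhibition above the mean of all tested compounds plus 3 SD, cutoff set per campaign, cut at about 30% in these data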;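 also: 0% = DMSO wells and 100% = unlabeled Bim-BH3 peptide competitor; inhibitors lower millipolarization by displacing the labeled peptide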
GSTO1 counter – GSTO1 inhibition, counter-screen for RBBP9 inhibitors | inhibition, % at 5.96 µM | AID 1974 | recombinant GSTO1, activity-based probe fluorescence polarization | 300,000 compounds, 1.1% hits;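 active = inhibition above the campaign mean inhibition plus 3 SD, cut at about 35% in these data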;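 also: 0% = GSTO1-1 with DMSO and 100% = wells lacking GSTO1-1 enzyme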
Target sequence (P78417 whole entry, looked up): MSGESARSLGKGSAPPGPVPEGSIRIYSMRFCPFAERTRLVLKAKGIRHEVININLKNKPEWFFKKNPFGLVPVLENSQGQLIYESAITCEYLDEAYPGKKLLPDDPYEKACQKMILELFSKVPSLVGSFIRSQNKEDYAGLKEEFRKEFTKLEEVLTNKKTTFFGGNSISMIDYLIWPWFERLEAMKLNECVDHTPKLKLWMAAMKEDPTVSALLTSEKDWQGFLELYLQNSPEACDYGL
Fam108B counter – counter-screen for RBBP9 inhibitors: inhibitors of mouse Fam108B | AID 1947 | inhibition, % at 9.51 µM | 300,000 compounds, 0.33% hits | recombinant Fam108B, FP-Rh probe fluorescence polarization;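 active = inhibition above the screen mean inhibition plus 3 SD, computed separately per campaign, cut at about 18% in these data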;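 also: inhibitors lower polarization as less probe binds the enzyme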
TPT1 inh – blocks Candida albicans tRNA 2'-phosphotransferase. recombinant caTPT1, FP RNA substrate dephosphorylation. inhibition, % at 5 µM. 300,000 compounds, 0.81% hits. AID 1962;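 active = inhibition above the mean of all tested compounds plus 3 SD, set per screening campaign, cut at about 24% in these data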;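 also: plate controls were DMSO alone for no effect and ferristatin control at 100 nM for full effect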
* marks the source's active call; other numbers are inactive results; · = not tested or not shown. These rows are one share of the data. The share of hits here may be higher or lower than overall.

SMILES	PAD4 inh	MEX-5 binding	PME-1 primary	MCL1 BIM primary	GLD-1 RNA inh	Bcl-xL primary	GSTO1 counter	Fam108B counter	TPT1 inh
CCN(Cc1ccccc1)C1CCN(Cc2ccc(SC)cc2)CC1	1	-0.4	2	-8	1	-3	1	0	1
NC(=O)COC(=O)c1ccc2c(c1)C(=O)N(Cc1ccco1)C2=O	0	-3.6	4	-7	-1	5	3	1	2
CCCCn1c(N)c(N2CCOCC2)c(=O)n(CC(=O)NCCc2ccccc2)c1=O	1	·	0	-3	4	3	0	6	1
COc1ccc(Oc2ccccc2/C=C/C(=O)O)cc1	-2	0.8	6	5	5	8	-3	-1	-3
CC(C)COP(=O)(OCC(C)C)C(Nc1ccccc1)c1ccc(F)cc1 (configuration not stated)	-3	0.8	-2	10	-2	4	2	3	-6
O=C(c1ccc(CNc2c(N3CCCC3)c(=O)c2=O)cc1)N1CCc2ccccc2C1	0	-3.0	4	-5	2	8	-4	2	2
O=S(=O)(CCc1ccccc1)N1CCOCC1	-1	-2.2	5	3	-1	3	-6	-3	-1
CC(C)C(NS(=O)(=O)c1ccccc1F)C(=O)N1CCc2ccccc2C1 (configuration not stated)	6	-2.2	-3	6	1	5	3	2	3
CC(=O)NC(NC(=S)Nc1ccc(S(N)(=O)=O)cc1)C(Cl)(Cl)Cl (configuration not stated)	-3	-0.8	3	5	-3	4	4	2	-1
COc1ccc(CNC(=O)COC(=O)c2cc(-c3cccs3)nc3ccccc23)cc1OC	-1	0.1	-3	-4	11	0	-1	-11	6
CCCN(c1ccc(C)cc1)c1nc(=O)c2cccnc2s1	3	0.2	0	4	2	3	3	0	1
C=CCNC(=S)Nc1cc(C)ccn1	-4	-0.8	0	-7	2	-12	4	2	1
COn1c(SCC(N)=O)nc2ccccc2c1=O	2	0.0	9	2	5	6	2	-4	-2
Cc1nn2c(=O)cc(COC(=O)c3ccc(S(=O)(=O)N4CCCCC4)cc3)nc2s1	1	-1.3	-5	-3	0	1	1	2	0
COC(=O)c1csc(S(=O)(=O)N2CCCCC2)c1OC	4	0.2	-1	1	-7	1	3	5	0
COc1ccc(CCNC(=O)COC(=O)C2CC2)cc1	-3	2.5	-1	0	7	0	-4	-3	1
CC(=O)Nc1cc(NC(C)=O)cc(C(=O)OC(C)C(=O)Nc2ccc(S(=O)(=O)N3CCCC3)cc2)c1 (configuration not stated)	-3	0.7	3	3	4	4	3	0	1
COc1cc(N)c(C(O)c2nccc3cc(OC)c(OC)cc23)cc1OC (configuration not stated)	-7	0.2	-5	3	6	5	-3	1	2
C/C(CC(=O)Nc1cccc(Cl)c1Cl)=N\NC(=O)C(=O)NC1CCCCC1	-4	1.1	-2	6	-1	2	0	-5	-3
CN(C)S(=O)(=O)c1ccc(NC(=O)CN2CCOCC2)cc1	-2	-0.9	4	6	-2	4	6	-1	-3
COc1ccc(C2/C=C\CN(C(=O)C3CC3)[C@H](Cc3ccccc3)C(=O)N2Cc2ccc(F)cc2)cc1 (some centres not stated)	5	1.8	8	2	9	5	2	0	-3
O=C(CCn1c(=O)[nH]c2ccccc2c1=O)N1CCN(c2cccc(C(F)(F)F)c2)CC1	-2	0.4	1	8	8	9	-3	0	-1
Cc1[nH]c2ccccc2c1C(=O)CSC(=S)N(C)C	-3	-1.6	10	6	7	3	-4	-2	-1
Cc1ccc(-n2ncc3c(NNC(=O)c4ccco4)ncnc32)c(C)c1	-3	-5.9	6	3	3	6	11	0	-1
CC(=O)c1nc(N2C(=O)CC(Cc3cccc(C)c3)C2=O)sc1C (configuration not stated)	-1	2.3	2	-3	3	-2	6	-1	1
O=C1CSC(=Nc2ccc(O)cc2)N1c1ccc(O)cc1	7	-3.6	-7	3	0	2	6	1	2
CC1(C)OC(=O)N(c2ccccn2)C1(C)O (configuration not stated)	-3	0.3	10	-12	-7	-5	4	2	2
Cc1ccc(OCCCn2ccnc2)c([N+](=O)[O-])c1	1	-4.3	0	-4	-1	3	-4	7	-5
Cc1cccc(NC(=O)c2sc(NC(=O)c3ccco3)c(C#N)c2C)c1C	2	2.0	5	1	0	1	5	-1	4
O=S(=O)(c1ccc(F)cc1)N1CCN(C(=S)NCc2ccccc2)CC1	-3	0.1	2	3	13	3	-7	-1	-2
O=C(NNC(=O)c1ccncc1)Nc1ccccc1	2	-1.0	-3	-3	3	-3	0	-4	1
CC(=O)NC(CC(=O)NNC(=O)C(C)Oc1ccccc1F)c1ccccc1 (configuration not stated)	2	-0.8	-2	-2	-1	-3	2	0	-2
Cc1cccc(C)c1NC(=O)COC(=O)c1ccc([N+](=O)[O-])o1	-13	-2.3	3	-6	3	-1	11	0	0
O=C(Nc1ccccc1)c1ccc(NC(=O)C2CC2)cc1	5	0.6	1	2	3	5	-2	-2	1
Cc1cc(N2CCCC2=O)ccc1S(=O)(=O)Nc1c(C)nn(C)c1C	-2	1.8	0	11	8	7	0	1	-1
CSc1ccc(CCNC(=O)CS(=O)(=O)Cc2nc(-c3ccccc3F)oc2C)cc1	-3	0.8	-8	3	0	1	4	5	-2
O=C(CCSc1nnc(-c2ccc(O)cc2)o1)N1CCOCC1	-5	1.2	-3	-4	-12	2	-2	-2	4
COc1ccc(NC(=O)Cc2ccsc2)cc1S(=O)(=O)N1CCCCC1	-6	·	-1	0	-6	1	·	·	·
O=C(Nc1nnc(SCc2ccccn2)s1)C1CC(=O)N(c2ccc(F)cc2)C1 (configuration not stated)	-1	1.9	2	8	9	11	0	4	8
Cc1sc2nc(C3CC3)nc(SCC(=O)N3CCc4ccccc4C3)c2c1C	5	0.6	6	9	11	9	-3	-2	-2

Profiles, quoted from the list. Values in the order: PAD4 inh	MEX-5 binding	PME-1 primary	MCL1 BIM primary	GLD-1 RNA inh	Bcl-xL primary	GSTO1 counter	Fam108B counter	TPT1 inh
Shown for O=C(CCn1c(=O)[nH]c2ccccc2c1=O)N1CCN(c2cccc(C(F)(F)F)c2)CC1 → -2	0.4	1	8	8	9	-3	0	-1
Shown for Cc1nn2c(=O)cc(COC(=O)c3ccc(S(=O)(=O)N4CCCCC4)cc3)nc2s1 → 1	-1.3	-5	-3	0	1	1	2	0

Other compounds follow.
SMILES	PAD4 inh	MEX-5 binding	PME-1 primary	MCL1 BIM primary	GLD-1 RNA inh	Bcl-xL primary	GSTO1 counter	Fam108B counter	TPT1 inh
COc1ccc(/C(N)=N/OC(=O)COc2ccccc2Cl)cc1	5	-0.5	0	6	-6	0	0	1	-1
Cc1cccc(NC(=O)N2CCCC2C(=O)NCc2ccccc2)c1 (configuration not stated)	2	3.1	-2	-4	7	2	6	3	3
COc1ccc(C2=NN(C(=S)Nc3ccccc3)C(c3ccccc3)C2)cc1 (configuration not stated)	2	1.2	-10	12	6	2	0	1	-3
CN(Cc1c(F)cccc1Cl)c1ccc(S(=O)(=O)N2CCOCC2)cn1	1	-2.0	2	3	-4	3	-2	-1	3
CCN1C(=NCCOC)N[C@@H](c2cccs2)C(C(=O)OC)=C1C	0	-0.2	3	-10	3	-2	4	2	-2
Cc1onc(-c2ccccc2Cl)c1C(=O)Nc1nc2c(s1)CCCC2	4	2.8	-4	0	5	-2	-1	-3	-2
CCSc1ncc(Cl)c(C(=O)Nc2ccccc2F)n1	-2	2.1	3	-2	6	-1	2	0	-2
CCCCc1nc2cc(C(=O)N3CCCCC3CCO)ccc2o1 (configuration not stated)	-5	-2.5	1	-1	2	2	-3	2	-2
O=S(=O)(Nc1cccc(-c2ccc3nncn3n2)c1)c1cccs1	-7	-5.3	1	4	0	5	6	-1	-4
CN1C[C@@H]2C[C@@H](c3cccn3-c3nccs3)N3CCC[C@@]23C1=O	1	-2.1	-2	5	0	4	6	-1	2
COC(=O)c1c(NC(=O)COC(=O)CC(NC(C)=O)c2ccccc2)sc(C)c1C (configuration not stated)	-2	0.3	5	-2	3	4	4	0	-2
Cc1ccccc1NC(=O)Cc1nnc(SCC(=O)Nc2ccccc2)n1C	2	1.3	-3	-3	10	-4	-12	0	-2
Cc1cc(C)c(NC(=O)C[N+](C)(C)CC(O)COc2cccc3ccccc23)c(C)c1 (configuration not stated)	-4	-0.8	-2	-6	4	-2	2	4	1
c1ccc2c(c1)OCCOCCOCCOCCOCCOc1ccccc1OCCOCCOCCO2	-3	0.1	-2	-20	3	-8	1	5	-2
COc1ccc(S(=O)(=O)NCCC(C)C)cc1OC	-2	-3.1	4	-1	6	0	4	3	-1
O=C(NCc1ccccc1)C1c2ccccc2Oc2ccccc21	0	-0.8	-1	5	-2	6	7	-5	0
Cc1cc(=S)cc(C)n1CCCn1ccnc1	-2	6.1	0	8	-3	9	5	5	-3
COC(=O)C(/C=N/OCc1ccc([N+](=O)[O-])cc1)NC(=O)c1cccc(Cl)c1 (configuration not stated)	-4	5.7	2	-9	11	-5	-85	1	-1
CC(NC(=O)CCn1nc(-c2ccc(Cl)cc2)ccc1=O)c1ccccc1 (configuration not stated)	-1	-0.9	-2	4	1	3	10	4	-3
CC1=CC(=O)C=C/C1=C(/c1ccc(O)cc1C)c1ccccc1S(=O)(=O)O	-3	·	-2	18	11	11	·	·	·
COc1ccccc1CNC(=O)C1CCC(CNS(=O)(=O)c2ccc(NC(C)=O)cc2)CC1 (configuration not stated)	1	-0.1	2	10	0	6	0	-1	-6
CC(=O)Nc1cccc(NC(=O)CSc2ccc(C(F)(F)F)cc2[N+](=O)[O-])c1	3	0.7	1	9	3	5	0	0	-4
CCOC(=O)c1cn(Cc2cccc(Cl)c2)c2cc(C)nn2c1=O	5	1.3	-3	1	-2	5	15	2	2
CCOc1ccc(C(=O)CCc2nc3ccccc3s2)cc1	1	0.7	1	3	8	1	0	3	3
COC(=O)CC(N)c1ccc(OC)c2ccccc12 (configuration not stated)	-2	1.3	0	2	-2	5	-6	4	-4
COc1ccc(NC(=O)c2ccc3nc(C)sc3c2)cc1	-2	-2.3	2	-4	1	-2	-2	-2	-2
CC1=C(C(=O)Nc2ccccc2C)C(c2ccccc2)NC(=O)N1 (configuration not stated)	-5	-0.8	-4	3	-7	6	3	-2	-3
Cc1cc(Br)cc(C)c1OCC(=O)NNC(=O)CCC(=O)NCc1ccccc1	-7	-0.4	-7	1	8	3	1	-2	1
CC(CCCC(C)(C)O)NC(=O)c1cc(COc2ccc3ncccc3c2)on1 (configuration not stated)	0	-1.2	0	-7	-8	2	1	-1	4
CCNC(=O)C(=O)N/N=C/c1cc([N+](=O)[O-])ccc1O	-2	0.9	-3	8	0	3	11	2	-1
N#CC(C#N)=Cc1cn(-c2ncc(C(F)(F)F)cc2Cl)c2ccccc12	-1	-1.4	5	-9	-10	2	-4	-1	3
CC(C)Cc1nc2oc3c(Cl)ncnc3c2c2c1CCC2	-3	·	3	2	3	1	1	-3	2
COc1ccc(C(=O)CCC(=O)Nc2cccc(Cl)c2)cc1	1	5.1	-2	-3	1	-3	-13	1	5
COc1ccc(CN(C(=O)CSc2nnc(-c3ccc(F)cc3)o2)c2ccc(F)cc2)cc1	7	1.4	1	1	5	3	0	-3	-3
COc1ccc(/C(=N\Nc2ccccc2C(=O)O)c2ccccc2)cc1	-2	1.5	4	-2	2	2	6	0	4
COc1cc(OC)cc(C(=O)/C=C2\Sc3ccccc3N2C)c1	-2	-6.8	-1	4	2	1	-1	0	-2
Cc1ccc(S(=O)(=O)N(CC(=O)NCC2CCCO2)c2cccc([N+](=O)[O-])c2)cc1 (configuration not stated)	5	-1.0	-5	5	-1	7	11	0	-1
